# All columns: NCI-60 one-dose screen, growth in % after 48 h at 10 µM unless noted; 100 = growth as untreated, 0 = no growth, -100 = all killed.
# NCI-H522: NCI-H522 lung cancer; 78,000 tested, 8% active; AID 1794739
# RXF 393: RXF 393 renal cancer cells | 77,000 tested, 6.9% active | AID 1794773
# ACHN: ACHN renal cancer | AID 1794771 | 81,000 tested, 4.9% active
# NCI-H23: NCI-H23 lung cancer. 80,000 tested, 4% active. AID 1794731
# CAKI-1: CAKI-1 renal cancer; 75,000 tested, 4.7% active; AID 1794772
# NCI-H460: NCI-H460 lung cancer; AID 1794736; 82,000 tested, 6.8% active
# NCI-H226: NCI-H226 lung cancer; 79,000 tested, 3.5% active
# NCI/ADR-RES: NCI/ADR-RES ovarian cells; 81,000 tested, 4.4% active
# A498: A498 renal cancer cells | 76,000 tested, 5.4% active
# * marks the source's active call; other numbers are inactive results; x = no result given; & = joins results of further samples; [ ] = dose if it differs, or a comment. How the source made its calls: active means growth percent below 10; inactive means the rest. No enrichment for hits; any-hit rate near 12%.
SMILES,NCI-H522,RXF 393,ACHN,NCI-H23,CAKI-1,NCI-H460,NCI-H226,NCI/ADR-RES,A498
O=C(Cn1cc(CN2C(=O)c3ccccc3S2(=O)=O)nn1)Nc1ccc(Br)cc1,98.0,105.4,94.3,95.0,91.0,99.9,90.7,90.7,80.4
CN1C(=S)N(C)C2C1N(C)C(=S)N2C (stereo not given),88.8,128.0,102.9,99.7,92.2,113.2,x,103.6,103.6
COc1ccc(-c2cs/c(=N\N=C\c3ccc(F)c(OC)c3)n2-c2ccccc2)cc1,83.4,118.4,88.8,82.8,77.7,96.5,82.9,94.8,97.3
COc1cc2c(cc1OC)-n1c(cnc1-c1ccccc1)N1NC(=O)CNC(=S)/N=C/21,85.2,98.8,90.1,94.8,88.1,105.4,93.5,104.5,84.8
NNc1ccc(S(=O)(=O)O)cc1Cl,98.5,116.1,88.8,98.0,x,112.9,88.7,108.1,110.6
Cc1c(C)c2ccc3oc(NCc4ccccc4)nc3c2oc1=O,x,110.0,93.4,95.0,82.5,103.4,90.7,101.8,112.5
CC(=O)O[C@@H]1/C=C/C(=O)N[C@@H](C)CCC/C=C/[C@@H]2CCC[C@H]21,37.9,x,112.0,98.2,98.9,106.8,x,100.7,121.4
CC(=O)Nc1ccc(N=NC(C#N)C#N)cc1,70.6,116.2,99.1,93.7,92.5,107.9,95.6,109.9,89.4
Clc1cc(Cl)c(OCCCCCCN2CCNCC2)c(Cl)c1,55.1,24.1,47.2,53.9,32.3,-39.8*,94.0,75.8,48.1
O=c1c2ccccc2n(-c2ccccc2)c2ccccc12,96.1,112.3,102.5,97.2,97.0,108.6,101.8,100.3,97.9
O=C(Nc1ccccc1Cl)c1ccc(NC2=C(Cl)C(=O)N(C3CCCCC3)C2=O)cc1,70.3[30 µM],-12.1*[30 µM],78.9[30 µM],-24.1*[30 µM],20.5[30 µM],32.8[30 µM],97.1[30 µM],78.4[30 µM],123.3[30 µM]
CCN(Cc1ccccc1)c1cccc(C)c1,99.5,99.5,104.6,107.9,112.5,108.6,101.3,102.6,126.1
CCOC(=O)C(C=O)(C=O)c1ccccc1,94.1,107.1,105.3,96.8,105.3,110.6,113.0,105.2,105.7
c1cc(C2CCCCC2)ccc1OCCCCCCN1CCNCC1,77.7,32.0,-7.8*,42.3,55.7,-7.4*,81.9,54.1,61.5
CC(=O)OC1CC2CCC1C2 (stereo not given),93.4,x,96.0,104.3,105.8,102.1,105.2,103.5,102.9
O=C(NCCCNc1nccc(-n2ccc3cccnc32)n1)c1c(F)cccc1F,101.2,108.0,94.6,101.4,86.3,104.4,99.4,99.4,103.0
COc1cccc(NC(=O)N2CCN(c3nc(-c4ccc(C)cc4)nc4ccccc34)CC2)c1,53.0,59.9,84.6,88.8,63.6,86.8,76.0,76.2,32.0
CN1CCN(C(=S)SCC(=O)Nc2nc3ccc(Cl)cc3s2)CC1,x,97.5,98.0,95.7,83.8,x,x,92.4,x
COc1cc(CNC(=O)C[C@H](C)CCC=C(C)C)ccc1OCc1cn(-c2cccc(Cl)c2)nn1,62.9,56.1,44.8,64.9,45.9,65.0,63.8,48.0,98.9
COc1ccc(-c2nn(-c3ccccc3)cc2/C=C/C(=O)NNC(=O)Nc2ccc(C)cc2)cc1,89.4,109.2,101.7,102.3,91.5,101.7,97.2,92.8,109.4
CCOc1cccc(/C=N/NC(=O)c2ccccc2Nc2ccnc(C(F)(F)F)c2)c1O,16.6,23.9,5.8*,21.6,4.6*,-8.7*,-15.2*,-0.3*,-10.8*
O=c1oc2ccccc2cc1-c1cn2nc(-c3coc4ccccc4c3=O)sc2n1,87.2,114.2,98.3,98.2,97.9,108.3,86.2,101.7,95.7
CCOc1cc([N+](=O)[O-])c(OCC)cc1Cl,x,120.0,104.1,97.5,x,99.6,106.3,97.6,76.5
ClC1c2cccc3cccc(c23)C1Cl (stereo not given),98.7,151.4,106.7,111.8,80.9,101.6,116.7,114.3,103.9
CCn1c(SCC(=O)N/N=C/c2ccc(F)cc2)nc2c1c(=O)n(C)c(=O)n2C,93.8,102.7,96.1,104.5,88.8,102.8,100.5,103.7,96.3
O=C(O)/C=C/c1cccc(O)c1,87.3&102.4,128.0&110.4,98.5&99.4,94.3&104.5,96.7&102.4,105.2&103.1,99.6&96.5,101.6&104.7,98.6
CCOC(=O)C(CC(c1ccccc1)N1CCCCC1)[N+](=O)[O-] (stereo not given),59.4,100.4,72.6,x,102.6,68.0,82.9,61.4,88.4
Cc1ccc[nH]c1=O,105.7,115.4,109.4,100.9,111.3,109.5,106.2,105.4,108.0
Cc1cc(-c2ccc(N=Nc3ccc4c(S(=O)(=O)O)cc(S(=O)(=O)O)c(N)c4c3O)c(C)c2)ccc1N=Nc1ccc2c(S(=O)(=O)O)cc(S(=O)(=O)O)c(N)c2c1O,85.6,101.4,91.6,81.7,86.9,111.0,89.2,103.3,103.2
COc1cccc(NC(=O)Nc2ccc(Nc3ncnc4sc(C(=O)NCCCC(=O)NO)c(C)c34)cc2)c1,81.8,110.4,98.7,97.5,97.1,99.1,96.7,101.6,x
Nc1ncnc2c1ncn2Cc1nnc(CCC(=O)c2nc3ncccc3[nH]2)o1,90.0,82.1,103.6,86.6,85.6,105.3,76.6,88.4,74.9
CC1(C)O[C@@H]2[C@H]3OC(C)(C)O[C@H]3[C@@H](O)[C@H](O)[C@H]2O1,96.4,117.9,102.8,108.7,96.8,116.7,109.5,109.9,110.7
O=c1c2ccccc2n2cnc3ccc(Cl)c1c32,65.4,69.8,50.5,86.2,43.1,58.5,93.9,86.7,54.1
O=C1/C(=C/c2ccc(-c3ccc(Br)cc3)o2)SC(=S)N1CCCN1CCOCC1,94.1,99.9,110.8,90.4,95.4,104.8,92.4,101.8,116.1
CCN(CCC#N)c1ccccc1,108.6,121.7,111.5,106.2,97.7,107.1,100.3,105.4,129.6
C=C(C)[C@@H]1CC[C@]2(C#N)CC[C@]3(C)[C@H](CC[C@@H]4[C@@]5(C)C/C(=C/c6ccco6)C(=O)C(C)(C)[C@@H]5CC[C@]43C)[C@@H]12,89.4,110.8,95.4,99.3,88.0,105.1,90.9,102.7,84.9
O=C(/C=C/c1cccc(Cl)c1)c1ccc(O)c(CN2CCN(c3cc4c(cc3F)c(=O)c(C(=O)O)cn4C3CC3)CC2)c1,17.3,39.5,27.7,56.4,44.6,44.0,62.0,60.5,25.9
O=C(NC1CCN(Cc2ccccc2)CC1)c1cc(C(=O)NC2CCN(Cc3ccccc3)CC2)cc(C(=O)NC2CCN(Cc3ccccc3)CC2)c1,-67.7*,60.1,94.5,77.2,12.2,91.8,x,82.1,96.1
C[N+](C)(C)CC(=O)N/N=C\c1cccc2ccccc12,100.9,101.6,99.3,110.3,97.0,110.7,104.3,104.9,110.9
CC(=O)N1N=C(c2cc3ccccc3oc2=O)CC1c1cn(-c2ccccc2)nc1-c1ccc(Br)cc1 (stereo not given),97.1,90.7,96.8,94.8,85.6,103.3,95.1,95.5,109.4
Cc1ccc(CO)c2ccccc12,88.7,115.3,108.7,104.0,99.9,112.5,97.1,109.2,103.9
COc1ccc(N2C(=O)C(OC)C2c2ccc(Cl)cc2)cc1 (stereo not given),92.3,117.5,100.2,94.7,76.6,108.9,110.1,93.0,86.4
OC1CC2c3ccccc3C1c1ccccc12 (stereo not given),102.4,111.3,111.3,100.8,94.5,110.3,106.1,109.5,124.5
O=C(CNc1nc(-c2cccc([N+](=O)[O-])c2)cs1)Nc1ccccc1,95.4,x,104.8,104.7,102.2,107.5,102.1,111.9,103.8
C=CCn1c(SC)nccc1=O,95.0,135.4,104.1,110.0,104.6,110.6,116.7,107.5,107.3
CCn1c(SC/C(=N/O)c2ccccc2)nnc1-c1ccncc1,93.6,110.1,106.1,105.1,99.7,107.3,100.5,106.3,78.1
CC(C(=O)C(C)(C)C)C(=O)C(C)(C)C,101.2,108.6,93.8,106.0,94.4,113.4,108.3,107.6,180.4
Fc1ccc2nc(-c3nc(-c4ccccc4)n4ccccc34)[nH]c2c1,-41.2*,-25.7*,10.1,57.0,-0.3*,-57.0*,-11.9*,-13.1*,-16.8*
COc1ccc(-c2nc(SCc3nc4ccccc4[nH]3)nc(Nc3ccccc3)c2C#N)cc1,74.3,106.4,104.0,96.6,100.4,92.0,102.6,86.6,61.8
O=C(Sc1nnc(CCC(=O)c2nc3ccccc3[nH]2)s1)c1ccccc1,95.2,121.5,107.7,94.6,98.8,115.9,110.2,102.7,106.0

# (more compounds)
SMILES,NCI-H522,RXF 393,ACHN,NCI-H23,CAKI-1,NCI-H460,NCI-H226,NCI/ADR-RES,A498
COc1cccc(/C=C2\SC(=Nc3cc(C)on3)NC2=O)c1,100.1,100.5,106.4,x,90.3,104.9,99.5,98.3,x
Cc1ccc(/C=C2\COc3ccc(O)c(O)c3C2=O)cc1,-74.8*,-35.3*,-77.6*,29.1,-27.6*,8.3*,61.5,3.1*,6.5*
COc1cc(-c2cc(C(=O)N3CCN(C(=O)c4ccccc4NCc4ccco4)CC3)nc3cc(-c4ccccc4)nn23)cc(OC)c1OC,-6.6*,6.8*,53.6,56.7,12.0,7.6*,57.0,6.2*,-0.1*
CC1CCC(O)(C(C(=O)O)c2ccccc2)CC1 (stereo not given),98.7,115.3,102.8,108.1,99.9,112.0,104.3,114.1,123.7
CC(NNC(C)c1ccccc1)c1ccccc1 (stereo not given),93.9,116.0,107.8,102.8,89.0,106.1,98.8,104.6,97.9
COc1ccc(C2N(c3ccc(C)cc3)N=C(C(C)=O)N2[C@H]2[C@H](OC(C)=O)O[C@H](COC(C)=O)[C@@H](OC(C)=O)[C@@H]2OC(C)=O)cc1 (stereo not given in full),44.2,x,76.5,84.4,83.5,63.2,83.7,68.7,88.7
O=C(/C=C/c1cccc(Cl)c1)c1cccc(OCCCOc2cccc(C(=O)/C=C/c3cccc(Cl)c3)c2)c1,87.4,104.1,97.3,89.2,70.4,103.0,96.3,99.6,101.9
CCCn1nc(C(=O)N(C)Cc2ccccc2)c2c1CCC(N1CCc3ccccc31)C2 (stereo not given),86.5,90.3,96.0,97.9,86.7,112.1,97.9,94.4,95.9
CN(C)c1ccc(/C=N\Nc2cc(=O)[nH]c3ccccc23)cc1,87.1,100.9,93.0,90.4,90.8,103.2,76.0,113.1,106.8
CCN1C(=O)CSC12C(=O)Nc1ccccc12 (stereo not given),94.8,93.5,98.7,91.3,94.6,102.2,96.7,96.2,91.3
CCOC(=O)c1noc2c1CCc1cn(Cc3ccccc3)cc1-2,65.5,106.7,x,99.6,x,104.3,110.5,102.1,105.5
CCCCCCCCCCCC(=O)N1CCOCC1,80.7,106.5,91.8,95.9,90.5,101.0,90.2,99.0,89.8
Cc1ccc(C)c(CCO)c1,97.8,102.7,107.5,117.3,114.5,105.2,91.8,102.4,85.8
N=c1nc(N)nc(N)n1-c1ccccc1,91.5,98.1,109.2,95.8,102.7,101.4,85.4,98.6,108.2
Nn1c(N=Nc2c(O)[nH]c3ccccc23)n[nH]c1=S,x,85.1,97.5,98.6,68.5,115.9,102.2,108.8,82.2
CC(C)c1ccc(C(=O)Nc2nc3ccc(O)c(CN(C)C)c3s2)cc1,79.4,97.4,81.6,88.9,65.4,59.5,97.1,87.8,72.3
CC(=O)Oc1c(C)cccc1Cl,98.6,119.7,105.6,95.4,94.0,107.3,104.5,102.2,92.1
O=c1oc2ccccc2cc1-c1csc(N2N=C(c3ccc(Cl)cc3)CC2c2ccc(Cl)cc2)n1 (stereo not given),98.6,x,105.5,88.5,93.1,119.3,94.6,108.9,128.0
CCOc1ccc(/C=N/NC(=O)CN2CCN(Cc3ccccc3)CC2)cc1,89.6,107.2,108.2,98.3,95.4,118.4,114.1,102.9,90.8

# Profiles from above. Screens in order: NCI-H522	RXF 393	ACHN	NCI-H23	CAKI-1	NCI-H460	NCI-H226	NCI/ADR-RES	A498
# Profile of N=c1nc(N)nc(N)n1-c1ccccc1 → 91.5	98.1	109.2	95.8	102.7	101.4	85.4	98.6	108.2
# Profile of Cc1ccc(C)c(CCO)c1 → 97.8	102.7	107.5	117.3	114.5	105.2	91.8	102.4	85.8
# Profile of CCOC(=O)c1noc2c1CCc1cn(Cc3ccccc3)cc1-2 → 65.5	106.7	x	99.6	x	104.3	110.5	102.1	105.5
# Profile of CCOc1ccc(/C=N/NC(=O)CN2CCN(Cc3ccccc3)CC2)cc1 → 89.6	107.2	108.2	98.3	95.4	118.4	114.1	102.9	90.8
# Profile of CC(C)c1ccc(C(=O)Nc2nc3ccc(O)c(CN(C)C)c3s2)cc1 → 79.4	97.4	81.6	88.9	65.4	59.5	97.1	87.8	72.3

# Structures shown so far containing a COOH group (3):
SMILES,NCI-H522,RXF 393,ACHN,NCI-H23,CAKI-1,NCI-H460,NCI-H226,NCI/ADR-RES,A498
O=C(O)/C=C/c1cccc(O)c1,87.3&102.4,128.0&110.4,98.5&99.4,94.3&104.5,96.7&102.4,105.2&103.1,99.6&96.5,101.6&104.7,98.6
O=C(/C=C/c1cccc(Cl)c1)c1ccc(O)c(CN2CCN(c3cc4c(cc3F)c(=O)c(C(=O)O)cn4C3CC3)CC2)c1,17.3,39.5,27.7,56.4,44.6,44.0,62.0,60.5,25.9
CC1CCC(O)(C(C(=O)O)c2ccccc2)CC1 (stereo not given),98.7,115.3,102.8,108.1,99.9,112.0,104.3,114.1,123.7

# Bioassay records as filed in PubChem.
